Screening data (PubChem BioAssay)
CF NFkB block: blocks PAF-induced NF-kB reporter in cystic fibrosis cells; AID 588850; inhibition, % at 5 µM; 360,000 tested, 0.86% active; KKLEB NF-kB-GFP reporter, GFP fluorescence overnight;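 active = at least 50% inhibition at 5 µM, scaled per plate between neutral and stimulator controls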;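 also: PAF is a Pseudomonas aeruginosa culture filtrate used as stimulus; plate controls were PAF-stimulated DMSO wells for no effect and unstimulated DMSO wells for full effect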
TROY signal inh: inhibitors of TROY-dependent NF-kB signaling | inhibition, % at 10 µM | Q293 LMP1-TROYcd NF-kB luciferase reporter, 4 h | AID 1347056 | 360,000 tested, 0.98% active;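 active = compounds whose plate-normalised and pattern-corrected inhibition of the luciferase reporter signal at the single screening dose is 50% or more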
COUP-TFII inh: blocks human COUP-TFII nuclear receptor | P24468 | HEK293T NGFI-A luciferase reporter, luminescence | inhibition, % at 8.6 µM | 370,000 tested, 0.7% active | AID 686940;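 active = inhibition above a per-plate cutoff, mean inhibition of test wells between control levels plus 3 SD, cut at about 38% in these data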;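 also: cells cotransfected with COUP-TFII expression vector driving the NGFI-A reporter; 0% = median of COUP-TF2 test wells and 100% = reporter-only cells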
LRH-1 inv ag: inverse agonists of human LRH-1 (NR5A2); HEK293T StAR-luciferase reporter, LRH-1 transfected, 24 h; inhibition, % at 3.6 µM; 360,000 tested, 0.13% active; AID 602396;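 active = inhibition above the mean inhibition of all tested compounds plus 3 SD, cut at about 73% in these data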;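 also: 0% = DMSO wells and 100% = reporter-only cells lacking LRH-1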
Shn3 3UTR inh: Schnurri-3 reporter inhibition in Clone20 osteoblasts | Clone20 osteoblast Shn3 3'UTR firefly luciferase, 24 h | AID 588674 | inhibition, % at 12.5 µM | 360,000 tested, 0.52% active;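 active = mean inhibition of at least 75% with every replicate also reaching 75%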;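 also: 0% = median of neutral control wells and 100% = pilot-screen positive control compound; some compounds past the cut are filed as inactive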
KKLEB cytotox: CF airway cell cytotoxicity counter-screen | KKLEB CF airway cells viability, ATPlite luminescence, overnight; hits give low values; cells stimulated with P. aeruginosa culture filtrate | 360,000 tested, 0.36% active | activity change (cytotoxicity), % at 5 µM;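 active = corrected activity change at or below -50% at 5 µM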
SRC3 inh: inhibits human SRC3 coactivator; HEK293 GAL4-SRC3 luciferase reporter, luminescence; inhibition, % at 3.6 µM; 360,000 tested, 0.17% active; AID 588352;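 active = inhibition above a per-campaign cutoff, the mean of all compounds plus 3 SD, cut at about 60% in these data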;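 also: 0% = DMSO-treated cells and 100% = gossypol-treated cells at 36 µM; higher means less SRC3-driven luciferase light from the GAL4 reporter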
SRC1 inh: inhibitors of human steroid receptor coactivator 1 (SRC1); Q15788; HEK293 GAL4-SRC1 luciferase reporter, luminescence; inhibition, % at 3.6 µM; 360,000 tested, 0.12% active; AID 588354;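 active = inhibition above the campaign mean plus 3 SD, with each screening campaign given its own cutoff, cut at about 60% in these data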;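 also: 0% = DMSO treated cells and 100% = gossypol at 36 µM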
TRAIL sens C8: caspase-8 TRAIL sensitization; inhibition (viability loss, TRAIL sensitization), % at 10 µM; NB7+C8 cells + TRAIL, ATPlite viability luminescence; 360,000 tested, 1% active;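 active = compounds causing at least 50% loss of cell viability in the single-dose screen, relative to plate controls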
TWEAK-Fn14 inh: TWEAK-Fn14 signaling inhibition; TWEAK-stimulated Fn14 reporter cells, luciferase luminescence, 8 h; inhibition, % at 10 µM; 360,000 tested, 2% active; AID 1159606; in the data active = inhibition above about 50%
LMP1 NFkB inh: Epstein-Barr LMP1 NF-kappaB reporter inhibition | inhibition, % at 12.5 µM | 350,000 tested, 0.69% active | LMP1-induced NF-kappaB luciferase reporter cells, luminescence; in the data active = inhibition above about 41%;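 also: 0% = neutral control wells and 100% = reference inhibitor control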
* marks the source's active call; other numbers are inactive results. An excerpt, so the mix of outcomes need not match the whole.

How did CC1=C(C(=O)OC(C)C)[C@@H](c2ccc(C)o2)NC(=O)N1 do in these assays?
CF NFkB block: 9; TROY signal inh: 4; COUP-TFII inh: 5; LRH-1 inv ag: 1; Shn3 3UTR inh: -1; KKLEB cytotox: 2; SRC3 inh: 14; SRC1 inh: 2; TRAIL sens C8: -9; TWEAK-Fn14 inh: 3; LMP1 NFkB inh: 0

How did CC1CCN(S(=O)(=O)c2ccc(Cl)cc2Br)CC1 do in these assays?
CF NFkB block: 13; TROY signal inh: -28; COUP-TFII inh: 23; LRH-1 inv ag: -6; Shn3 3UTR inh: -3; KKLEB cytotox: 6; SRC3 inh: 9; SRC1 inh: -6; TRAIL sens C8: -4; TWEAK-Fn14 inh: -1; LMP1 NFkB inh: 3

Results for CC1CCC(NC(=O)C2CCC(CNS(=O)(=O)c3ccccc3)CC2)CC1 (stereo not drawn) ?
CF NFkB block: 6; TROY signal inh: -6; COUP-TFII inh: -10; LRH-1 inv ag: -12; Shn3 3UTR inh: 11; KKLEB cytotox: -4; SRC3 inh: -19; SRC1 inh: -8; TRAIL sens C8: 7; TWEAK-Fn14 inh: -3; LMP1 NFkB inh: 9

Results for Cc1cccc(N2CCN(Cc3nc(-c4ccccc4Cl)oc3C)CC2)n1 ?
CF NFkB block: -10; TROY signal inh: 7; COUP-TFII inh: 10; LRH-1 inv ag: -3; Shn3 3UTR inh: -1; KKLEB cytotox: -12; SRC3 inh: -3; SRC1 inh: -11; TRAIL sens C8: 3; TWEAK-Fn14 inh: -10; LMP1 NFkB inh: 9

How did COc1ccc(S(=O)(=O)n2nc(OC(=O)c3cccs3)cc2N)cc1 do in these assays?
CF NFkB block: 0; TROY signal inh: 28; COUP-TFII inh: -3; LRH-1 inv ag: -4; Shn3 3UTR inh: -8; KKLEB cytotox: -4; SRC3 inh: -10; SRC1 inh: -5; TRAIL sens C8: -3; TWEAK-Fn14 inh: -10; LMP1 NFkB inh: -17

Results for CCN(CC)S(=O)(=O)c1ccc(NC(=O)COC(=O)c2ccc(Br)o2)cc1 ?
CF NFkB block: 0; TROY signal inh: -7; COUP-TFII inh: -4; LRH-1 inv ag: 22; Shn3 3UTR inh: -5; KKLEB cytotox: 3; SRC3 inh: 10; SRC1 inh: 16; TRAIL sens C8: -8; TWEAK-Fn14 inh: 11; LMP1 NFkB inh: -5

Results for CCn1c(C)nc2cc(C(=O)NNC(=S)Nc3ccccc3)ccc21 ?
CF NFkB block: 6; TROY signal inh: 78*; COUP-TFII inh: 16; LRH-1 inv ag: -9; Shn3 3UTR inh: -26; KKLEB cytotox: 6; SRC3 inh: 5; SRC1 inh: 14; TRAIL sens C8: 22; TWEAK-Fn14 inh: 71*; LMP1 NFkB inh: -13

How did O=C1SCCC1NC(=O)C(c1ccccc1)c1ccccc1 (stereo not drawn) do in these assays?
CF NFkB block: 2; TROY signal inh: -17; COUP-TFII inh: -27; LRH-1 inv ag: 15; Shn3 3UTR inh: -1; KKLEB cytotox: -10; SRC3 inh: 18; SRC1 inh: 0; TRAIL sens C8: 0; TWEAK-Fn14 inh: 6; LMP1 NFkB inh: -3

Results for COc1ccc(CN2CCC(C(=O)N(C)CCc3ccc(OC)c(OC)c3)CC2)c(OC)c1 ?
CF NFkB block: -5; TROY signal inh: 8; COUP-TFII inh: 8; LRH-1 inv ag: 19; Shn3 3UTR inh: -7; KKLEB cytotox: 1; SRC3 inh: -8; SRC1 inh: -5; TRAIL sens C8: 0; TWEAK-Fn14 inh: 7; LMP1 NFkB inh: 0

What do the screens show for `COCCCNC(=O)/C(C#N)=C/c1c(N2CCN(c3ccccc3)CC2)nc2c(C)cccn2c1=O`?
CF NFkB block: 4; TROY signal inh: -20; COUP-TFII inh: 5; LRH-1 inv ag: -16; Shn3 3UTR inh: 14; KKLEB cytotox: 4; SRC3 inh: -19; SRC1 inh: 4; TRAIL sens C8: 2; TWEAK-Fn14 inh: 25; LMP1 NFkB inh: -6

How did Cn1c(=O)c2c(nc3n2CCCN3CCc2ccccc2)n(C)c1=O do in these assays?
CF NFkB block: 10; TROY signal inh: 14; COUP-TFII inh: -13; LRH-1 inv ag: -17; Shn3 3UTR inh: 13; KKLEB cytotox: 7; SRC3 inh: 1; SRC1 inh: 23; TRAIL sens C8: 10; TWEAK-Fn14 inh: 13; LMP1 NFkB inh: 0

How did CCCNC(=O)C1(C)CCN(C(=O)c2oc3ccccc3c2C)C1 (stereo not drawn) do in these assays?
CF NFkB block: -28; TROY signal inh: -3; COUP-TFII inh: 9; LRH-1 inv ag: 1; Shn3 3UTR inh: 15; KKLEB cytotox: 4; SRC3 inh: 18; SRC1 inh: 21; TRAIL sens C8: 16; TWEAK-Fn14 inh: -13

What do the screens show for `C#CCNC(=O)C1=C[C@H](C2CC2)C[C@H](OCCCCO)O1`?
CF NFkB block: 13; TROY signal inh: 2; COUP-TFII inh: -3; LRH-1 inv ag: 6; Shn3 3UTR inh: -79; KKLEB cytotox: 6; SRC3 inh: -10; SRC1 inh: -10; TRAIL sens C8: -17; TWEAK-Fn14 inh: -3; LMP1 NFkB inh: -1

How did COc1ccc(C)cc1NC(=S)N1CC(C)OC(C)C1 (stereo not drawn) do in these assays?
CF NFkB block: -2; TROY signal inh: 4; COUP-TFII inh: 6; LRH-1 inv ag: 15; Shn3 3UTR inh: -4; KKLEB cytotox: 15; SRC3 inh: -8; SRC1 inh: -45; TRAIL sens C8: -3; TWEAK-Fn14 inh: -14; LMP1 NFkB inh: -3

What do the screens show for `Oc1[nH]c2ccccc2c1N=Nc1ccc(C(F)(F)F)cn1`?
CF NFkB block: 6; TROY signal inh: -83; COUP-TFII inh: -11; LRH-1 inv ag: -15; Shn3 3UTR inh: -27; KKLEB cytotox: -15; SRC3 inh: -18; SRC1 inh: -32; TRAIL sens C8: 13; TWEAK-Fn14 inh: -18; LMP1 NFkB inh: -56

Results for CCc1nnc(NC(=O)c2oc3ccc(Br)cc3c2C)s1 ?
CF NFkB block: -56; TROY signal inh: -52; COUP-TFII inh: -5; LRH-1 inv ag: -23; Shn3 3UTR inh: -53; KKLEB cytotox: -14; SRC3 inh: -29; SRC1 inh: -62; TRAIL sens C8: 12; TWEAK-Fn14 inh: -32; LMP1 NFkB inh: -9

Results for O=C(NNS(=O)(=O)c1ccccc1)c1cnn(-c2ccc(Cl)cc2)c1C(F)(F)F ?
CF NFkB block: -4; TROY signal inh: 11; COUP-TFII inh: 2; LRH-1 inv ag: 6; Shn3 3UTR inh: -11; KKLEB cytotox: 6; SRC3 inh: 15; SRC1 inh: -15; TRAIL sens C8: 18; TWEAK-Fn14 inh: 5; LMP1 NFkB inh: 8

Results for CC(C)C1C(=O)N(Cc2cn(CCC3OCCCO3)nn2)CCS(=O)(=O)N1Cc1ccc(-c2cccc(CO)c2)cc1 (stereo not drawn) ?
CF NFkB block: -28; TROY signal inh: -9; COUP-TFII inh: -2; LRH-1 inv ag: -7; Shn3 3UTR inh: -9; KKLEB cytotox: -8; SRC3 inh: 5; SRC1 inh: -34; TRAIL sens C8: -4; TWEAK-Fn14 inh: -19; LMP1 NFkB inh: 2

How did Fc1ccccc1CNc1ncnc2sccc12 do in these assays?
CF NFkB block: 13; TROY signal inh: 22; COUP-TFII inh: 48*; LRH-1 inv ag: 33; Shn3 3UTR inh: 81; KKLEB cytotox: -8; SRC3 inh: 27; SRC1 inh: 22; TRAIL sens C8: 23; TWEAK-Fn14 inh: 40; LMP1 NFkB inh: 27

What do the screens show for `CCCCCCSc1ccc(-c2nc3ccc(C)cn3c2NCCCC)cc1OC`?
TROY signal inh: -32; COUP-TFII inh: -8; LRH-1 inv ag: -20; TRAIL sens C8: 10; TWEAK-Fn14 inh: -21

How did CN(CCOc1ccc(Cl)cc1)C(=O)C1CCN(C(=O)c2ccc(F)cc2)CC1 do in these assays?
CF NFkB block: -16; TROY signal inh: 21; COUP-TFII inh: 10; LRH-1 inv ag: 0; Shn3 3UTR inh: -4; KKLEB cytotox: 0; SRC3 inh: 9; SRC1 inh: 6; TRAIL sens C8: 15; TWEAK-Fn14 inh: -3; LMP1 NFkB inh: 7

How did CN(C)S(=O)(=O)c1cccc(NS(=O)(=O)c2ccc(Cl)s2)c1 do in these assays?
CF NFkB block: -1; TROY signal inh: 7; COUP-TFII inh: 6; LRH-1 inv ag: -24; Shn3 3UTR inh: -1; KKLEB cytotox: 7; SRC3 inh: 13; SRC1 inh: 7; TRAIL sens C8: 0; TWEAK-Fn14 inh: 12; LMP1 NFkB inh: -8

Results for COc1ccc(N(CC(=O)Nc2cccnc2)S(=O)(=O)c2ccccc2)cc1Cl ?
CF NFkB block: -12; TROY signal inh: 3; COUP-TFII inh: -8; LRH-1 inv ag: -8; Shn3 3UTR inh: 9; KKLEB cytotox: 8; SRC3 inh: -1; SRC1 inh: -1; TRAIL sens C8: -14; TWEAK-Fn14 inh: 0; LMP1 NFkB inh: -7

How did CCCSc1nc(N)c(C#N)c(-c2ccc(C)cc2)c1C#N do in these assays?
CF NFkB block: 8; TROY signal inh: -11; COUP-TFII inh: -14; LRH-1 inv ag: -32; Shn3 3UTR inh: -4; KKLEB cytotox: 1; SRC3 inh: -54; SRC1 inh: 3; TRAIL sens C8: 9; TWEAK-Fn14 inh: -5; LMP1 NFkB inh: 0

How did COc1cccc(OCC(=O)NN=C2c3ccccc3-c3ccccc32)c1 do in these assays?
CF NFkB block: -34; TROY signal inh: -7; COUP-TFII inh: -2; LRH-1 inv ag: 11; Shn3 3UTR inh: 13; KKLEB cytotox: 10; SRC3 inh: 13; SRC1 inh: -10; TRAIL sens C8: 5; TWEAK-Fn14 inh: -17; LMP1 NFkB inh: -11

Results for Cc1nc2c(c(=O)n1CCC(C)C)c1nc3ccccc3nc1n2CC1CCCO1 (stereo not drawn) ?
CF NFkB block: 6; TROY signal inh: -12; COUP-TFII inh: -2; LRH-1 inv ag: 9; Shn3 3UTR inh: 20; KKLEB cytotox: -3; SRC3 inh: 3; SRC1 inh: -18; TRAIL sens C8: -16; TWEAK-Fn14 inh: -23; LMP1 NFkB inh: 14

Results for COc1ccc(OC)c(N=Cc2c(O)c3ccccc3oc2=O)c1 ?
CF NFkB block: 12; TROY signal inh: 18; COUP-TFII inh: 2; LRH-1 inv ag: -6; Shn3 3UTR inh: -1; KKLEB cytotox: -6; SRC3 inh: 13; SRC1 inh: 2; TRAIL sens C8: -15; TWEAK-Fn14 inh: 13; LMP1 NFkB inh: -4

Results for CCc1ccc(C(=O)c2ccccc2C(=O)O)s1 ?
CF NFkB block: 3; TROY signal inh: 8; COUP-TFII inh: -6; LRH-1 inv ag: 1; Shn3 3UTR inh: 2; KKLEB cytotox: 6; SRC3 inh: 13; SRC1 inh: 4; TRAIL sens C8: -15; TWEAK-Fn14 inh: -5; LMP1 NFkB inh: -1
